From PubChem BioAssay
Wnt act – Wnt/beta-catenin pathway activators, primary screen, cell-based, plate reader, single point | activation, % at 9.35 µM | 1.2% of 300,000 active | Wnt/beta-catenin reporter cell assay, activator; in the data active = activation above about 30%, passing the limit was not always enough;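 note: 0% = neutral control wells and 100% = positive control wells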
AddAB inh – growth inhibition of E. coli expressing H. pylori AddAB, primary screen, AddAB inhibitor project, absorbance; 0.29% of 330,000 active; AID 435030, 2010; inhibition, % at 11.9 µM; in the data active = inhibition above about 12%;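 note: 0% = vehicle wells of infected cells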
SR-BI uptake up – activators of SR-BI mediated DiI-HDL uptake, primary screen, ldlA[mSR-BI] CHO cells, DiI fluorescence | 3 h; 100 = double the neutral-control signal | activation, % at 12.5 µM | 0.096% of 320,000 active | AID 504775, 2011;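 active = mean replicate activation of at least 60% and every replicate at or above 60%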;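 note: 0% = median plate neutral-control signal and 100% = twice that signal; values of inactives mirror those of a sister screen read the other way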
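Test system: SR-BI-overexpressing, LDLR-lacking CHO cells; Medium: Ham's F12 with 0.5% BSA, HEPES 25 mM, pH 7.4; Schedule: 3 h, 37 °C; Technique: bottom-read fluorescence, 550/595 nm.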
MITF act – activators of MITF-driven TRPM1 promoter reporter, primary screen, cell-based, SK-MEL-5, luciferase, single point | SK-MEL-5 TRPM1-promoter luciferase, 24 h; % of positive control, neutral wells = 0 | activation, % at 12.5 µM | AID 588334, 2011 | 0.75% of 300,000 active;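 active = mean activation of at least 80% with every replicate also reaching 80%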;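 note: 0% = neutral control wells and 100% = parthenolide positive control wells; values of inactives mirror those of a sister screen read the other way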
phage Ecoli inh – growth loss of phage-infected E. coli, primary screen, RecBCD inhibitor project, absorbance, with phage, HTS; inhibition, % at 11.9 µM; 0.26% of 360,000 active; in the data active = inhibition above about 11%
CAL PDZ FP-1 – untagged CAL PDZ binding inhibitors, primary screen, biochemical, fluorescence polarization, HTS. Golgi-associated PDZ and coiled-coil motif-containing protein (Homo sapiens), Q9HD26. purified CAL PDZ, TMR-peptide fluorescence polarization, 1 h. inhibition, % at 24.9 µM. 0.92% of 300,000 active. AID 602252, 2012;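 active = mean inhibition of at least 30% with at least half of replicates also reaching 30%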;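 note: 0% = DMSO neutral control and 100% = excess unlabeled competitor peptide PRC23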
CAL PDZ FP-2 – CAL PDZ peptide-binding inhibitors, primary screen, biochemical, fluorescence polarization, Cer-tagged CAL PDZ, HTS; Golgi-associated PDZ and coiled-coil motif-containing protein (Homo sapiens), Q9HD26; purified CAL PDZ, TMR-peptide fluorescence polarization, 1 h; inhibition, % at 20 µM; 0.02% of 330,000 active; AID 504414, 2011;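 active = highest replicate inhibition of at least 40%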;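 note: plate controls were DMSO neutral control wells for no effect and unlabeled competitor peptide control wells for full effect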
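Material: tagged CAL PDZ protein CerCALP, purified; buffer or medium: sodium phosphate/NaCl buffer pH 7.4 with TCEP, IgG, Thesit; also added: fluorescent TMR peptide probe; schedule: 1 h incubation at room temperature before polarization reading; technique: fluorescence polarization from S- and P-plane intensities, G-factor corrected; control set: unlabelled peptide and DMSO controls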
SR-BI HDL uptake – inhibitors of SR-BI mediated HDL lipid uptake, primary screen, ldlA[mSR-BI] cells, fluorescence, single point. ldlA[mSR-BI] CHO cells, DiI-HDL uptake fluorescence, 3 h. inhibition, % at 12.5 µM. 0.96% of 320,000 active;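 active = mean replicate inhibition of at least 70% and a set share of replicates each scoring 70 or more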;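 note: 0% = median of neutral control wells and 100% = median of positive control wells; values of inactives mirror those of a sister screen read the other way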
Target sequence (Q61009 whole entry, looked up): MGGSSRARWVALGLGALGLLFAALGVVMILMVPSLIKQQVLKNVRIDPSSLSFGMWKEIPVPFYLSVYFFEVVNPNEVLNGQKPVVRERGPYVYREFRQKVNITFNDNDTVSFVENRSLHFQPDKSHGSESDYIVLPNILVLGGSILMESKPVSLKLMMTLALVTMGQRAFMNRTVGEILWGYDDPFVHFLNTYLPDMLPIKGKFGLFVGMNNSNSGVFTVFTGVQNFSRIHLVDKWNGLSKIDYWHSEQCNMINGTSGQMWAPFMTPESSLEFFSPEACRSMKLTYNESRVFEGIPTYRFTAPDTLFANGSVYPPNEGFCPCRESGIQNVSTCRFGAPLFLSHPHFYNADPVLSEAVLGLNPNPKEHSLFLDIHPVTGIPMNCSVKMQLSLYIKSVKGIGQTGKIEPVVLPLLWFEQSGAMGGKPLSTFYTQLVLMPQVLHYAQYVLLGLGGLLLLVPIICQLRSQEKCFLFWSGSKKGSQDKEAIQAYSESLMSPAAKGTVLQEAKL
Tat transport – E. coli Tat export inhibitors, primary screen, MC4100, TorA-mCherry reporter, fluorescence, single point. inhibition, % at 10 µM. 0.036% of 340,000 active. AID 488895, 2010;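 active = mean replicate inhibition at least 50% and at least half of replicates individually reaching 50%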;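 note: exported cargo escapes ClpAP degradation while cytoplasmic cargo is degraded and loses fluorescence; 0% = median of neutral control wells and 100% = median of NaSCN control wells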
E coli growth – E. coli V3065 growth inhibition, primary screen, counter-screen for AddAB inhibitor project, absorbance, OD600; inhibition, % at 11.9 µM; AID 449728, 2010; 18 h; 0.27% of 330,000 active;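 active = inhibition above the campaign's mean inhibition across all tested compounds plus 3 SD, cut at about 9.9% in these data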;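 note: uninfected addAB+ strain grown without phage in ampicillin broth; 0% = DMSO wells and 100% = ciprofloxacin 0.95 µg/ml wells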
Numbers without * were called inactive; / = no result given.

SMILES	Wnt act	AddAB inh	SR-BI uptake up	MITF act	phage Ecoli inh	CAL PDZ FP-1	CAL PDZ FP-2	SR-BI HDL uptake	Tat transport	E coli growth
CN(C)c1ccc(C(CNC(=O)c2ccc(-c3ccccc3)cc2)N2CCOCC2)cc1 (centres undefined)	3	-1.5	-42	3	0.5	20	-2.0	42	-2	-1.9
COc1ccc(S(=O)(=O)N(CC(=O)Nc2cc(C)on2)Cc2ccccc2)cc1	1	-1.3	-7	1	3.1	0	-0.8	7	-9	1.0
O=S(=O)(c1ccccc1)N1CCN(CC2CC3C=CC2C3)CC1 (centres undefined)	8	4.6	-18	2	2.0	-1	-1.3	18	7	-0.1
CCc1noc(C)c1C(=O)NC1CC(C)(C)Cc2c1cnn2-c1ccccc1 (centres undefined)	-1	3.0	-3	4	2.0	-14	-3.4	3	-3	1.0
Cc1coc2c(C)c3oc(=O)cc(-c4ccccc4)c3cc12	-1	1.9	-50	-7	0.9	-2	-1.2	50	-4	-1.6
O=C1CN(C(=O)CSc2ccccn2)c2ccccc2N1	0	-2.0	5	-2	2.7	-4	0.7	-5	-1	-3.3
Cn1c(CSc2ncccn2)nnc1SCC(=O)N1CCCCC1	/	-1.2	22	8	0.4	-3	/	-22	8	-5.2
CSc1ccc(/C=N/N2CCN(c3ccccc3)CC2)cc1	2	5.0	-24	44	-2.3	3	-1.1	24	4	-0.1
CC(=O)c1cc(CN2CCC(n3nccc3NC(=O)c3ccccc3Cl)CC2)cs1	3	-1.1	1	2	3.7	13	-5.4	-1	-5	-1.4
Cc1cccc(NC(=O)CN2C(=O)N/C(=C/c3ccc(C)o3)C2=O)c1	-1	4.5	-15	14	2.5	-3	-0.6	15	-2	-0.8
c1ccc(-c2ccc(Oc3cc(N4CCOCC4)nc(-c4ccccc4)n3)cc2)cc1	-1	-0.3	-27	0	1.9	0	0.0	27	9	-1.5
COc1ccc(CC(=O)N2CCOCC2)cc1OC	/	-1.3	2	0	2.7	1	0.8	-2	-2	3.3
CN1CCN(CCCCOc2ccc(Br)cc2)CC1	-2	3.0	-8	7	-3.0	-2	-1.8	8	-1	0.3
CC(C)(C)NC(=O)CN(C(=O)c1ccc(CN2CCOCC2)o1)c1ccc2c(c1)OCCO2	/	2.8	19	4	-1.1	-1	/	-19	3	2.2
Cc1ccc(CNCC2CCCO2)o1 (centres undefined)	-9	2.1	-4	/	4.0	-3	-3.7	4	-6	2.1
N#Cc1ccccc1Cn1c(=O)n(CCCC(=O)NCc2ccc3c(c2)OCO3)c(=O)c2ccccc21	/	1.5	7	-11	1.7	2	0.0	-7	-9	0.5
O=C(CSc1ccccn1)Nc1ccc2[nH]c(=O)[nH]c2c1	-2	-0.1	12	7	2.3	-1	0.2	-12	-9	1.6
CC(c1ccccc1)N(CCC(c1ccccc1)C1CCOC(C)(C)C1)C(=O)c1ccco1 (centres undefined)	-2	0.7	-9	-6	0.6	-6	-0.2	9	6	0.7
OCCC1CN(Cc2ccccc2O)CCN1CCCc1ccccc1 (centres undefined)	16	-0.2	45	/	3.5	-5	-1.0	-45	0	-2.1
CC(C)C(=O)NNS(=O)(=O)c1ccccc1	0	3.3	49	-5	4.6	3	0.0	-49	-2	-0.7
COC(=O)CN1C(=O)[C@H]2[C@@H](c3ccc(C)o3)N3C(=O)CN(CCO)C(=O)[C@@]3(Cc3ccccc3)[C@H]2C1=O	-2	1.8	-8	-3	1.0	-5	-1.0	8	-9	-0.7
CCOC(=O)CC(=O)CSc1ncnc2c1nnn2-c1ccc(OC)cc1	3	1.2	5	0	0.6	-1	-0.6	-5	1	1.3
CN(C)/C=N/c1ncc(-c2ncc(C(F)(F)F)cc2Cl)cn1	1	1.7	3	0	3.0	-1	-0.8	-3	-2	0.4
O=C1c2ccccc2C(=O)N1CCCc1cn(C[C@H]2CC[C@@H]([C@@H]3CC[C@H](Cn4cc(CCCN5C(=O)c6ccccc6C5=O)nn4)O3)O2)nn1	0	6.2	27	2	4.8	-4	-0.7	-27	-10	-1.1
Fc1ccc(COc2ccccc2C(=S)N2CCCC2)cc1	/	0.6	-3	0	-1.2	-3	-0.9	3	4	-1.2
SMILES	Wnt act	AddAB inh	SR-BI uptake up	MITF act	phage Ecoli inh	CAL PDZ FP-1	CAL PDZ FP-2	SR-BI HDL uptake	Tat transport	E coli growth
C/C(=N\NS(C)(=O)=O)c1ccc(C)cc1	-1	2.1	5	/	3.7	-2	-0.7	-5	-2	3.8
COc1ccc(-c2noc(CCCC(=O)NC3CCCC3)n2)cc1	-7	2.0	-17	-30	3.0	-1	-2.0	17	-6	0.3
COc1ccc(S(=O)(=O)Nc2ccccc2C(=O)NC2CC2)cc1NC(C)=O	-5	0.4	12	-8	0.6	-4	-2.2	-12	-5	-2.3
Cc1onc(-c2ccccc2)c1C(=O)N/N=C/c1cc(Br)c(Br)o1	0	-1.8	-7	-7	-3.1	-1	-2.7	7	5	0.9
CCN(CC(=O)Nc1ccc2c(c1)OCCO2)C(=O)C(C)Oc1ccc(Cl)cc1 (centres undefined)	0	1.7	-2	-2	0.8	-2	-1.8	2	-4	0.9
Nc1nonc1-n1nnc(C(=O)N/N=C/c2ccc(Cl)cc2Cl)c1CN1CCCCC1	-1	1.1	/	3	0.3	-1	-2.0	/	-4	-0.8
COc1ccc(C(OCC(O)CN(C)C2CCCCC2)c2ccc(OC)cc2)cc1 (centres undefined)	1	1.8	-5	17	-0.6	/	-0.6	5	-2	-0.4
COc1ccc2oc(-c3ccccc3)c(C(=O)N(C)C)c2c1	-1	3.6	-26	-5	1.3	/	-4.5	26	3	-1.4
COc1ccccc1Nc1nc(N)nc(CSc2ncccn2)n1	1	-2.8	16	36	3.4	69*	-1.0	-16	1	-0.5
O=C(Cn1nc(-c2ccccc2)c2ccccc2c1=O)Nc1ccccn1	/	1.3	12	37	2.7	-2	-1.9	-12	0	-2.6
CCCCC(=O)NCc1ccc(F)cc1	-1	0.9	19	-5	1.5	-3	0.2	-19	-28	-2.9
COCCCN1C(=O)c2ccc(C(=O)Nc3cccc(OC)c3)cc2C1=O	/	1.9	-41	10	2.4	2	-2.2	41	-3	1.2
Cc1ccccc1C(=O)NC(=S)NC1CCSC1=O (centres undefined)	/	3.4	4	-2	6.2	-1	-2.9	-4	-2	-2.4
COc1ccc(S(=O)(=O)Cc2ccc(C(=O)N3CCN(c4cc(Cl)ccc4C)CC3)o2)cc1	-3	4.8	-3	8	1.4	/	-1.1	3	4	-1.3
COc1ccc(N2CCN(C(=O)CNS(=O)(=O)c3ccc(Br)s3)CC2)cc1	1	2.7	24	-3	1.5	-2	-2.3	-24	2	1.2
Cc1ccc(-n2ncc(-c3nn[nH]n3)c2N)cc1	5	1.1	0	/	3.0	/	0.6	0	5	3.0
COc1ccc(S(=O)(=O)N2CCCC(C(=O)NCc3ccco3)C2)cc1OC (centres undefined)	5	-0.7	11	1	3.4	-2	0.4	-11	-6	1.1
CCOC(=O)C1CCN(C(=O)Cn2cc(C(=O)C3CC3)c3ccccc32)CC1	3	0.5	5	3	2.2	-1	-0.6	-5	2	-1.1
CC(C)N1CCN(C(=O)C2CCC(=O)N(CCc3cccc(F)c3)C2)CC1 (centres undefined)	2	/	-30	4	-0.5	5	-1.7	30	0	/
CN(CC(=O)N1CCCCC1)S(=O)(=O)c1cccc2nsnc12	1	2.0	6	8	3.6	-4	-0.3	-6	1	2.8
O=C(NC(=O)N1CCN(c2cccc(Cl)c2)CC1)c1ccccc1	-19	4.3	11	-1	2.5	-3	-1.8	-11	12	2.1
O=C(NCCc1ccc(Cl)cc1)c1ccc(CS(=O)Cc2ccc(Cl)cc2)o1 (centres undefined)	-2	4.9	-9	11	2.1	0	-1.8	9	4	-0.5
CCCN(C(=O)c1c(-c2ccccc2)noc1C)c1c(N)n(Cc2ccccc2)c(=O)[nH]c1=O	-1	2.4	17	-5	1.7	-4	-0.3	-17	-7	-0.9
CCc1nnc(NC(=O)CSc2nnc(CCc3nc4ccccc4[nH]3)n2C)s1	/	-1.4	9	/	1.1	-1	-1.8	-9	-1	-0.8
Cc1ccc(Nc2nc(N)nc(CN3CCN(Cc4ccccc4)CC3)n2)cc1Cl	-1	-0.7	-12	1	-1.2	10	-0.6	12	1	-3.1

Overlap with the part before: 3 entries; new compounds follow.
SMILES	Wnt act	AddAB inh	SR-BI uptake up	MITF act	phage Ecoli inh	CAL PDZ FP-1	CAL PDZ FP-2	SR-BI HDL uptake	Tat transport	E coli growth
CCCN(C(=O)c1c(-c2ccccc2)noc1C)c1c(N)n(Cc2ccccc2)c(=O)[nH]c1=O	-1	2.4	17	-5	1.7	-4	-0.3	-17	-7	-0.9
CCc1nnc(NC(=O)CSc2nnc(CCc3nc4ccccc4[nH]3)n2C)s1	/	-1.4	9	/	1.1	-1	-1.8	-9	-1	-0.8
Cc1ccc(Nc2nc(N)nc(CN3CCN(Cc4ccccc4)CC3)n2)cc1Cl	-1	-0.7	-12	1	-1.2	10	-0.6	12	1	-3.1
CCOc1ccc(NC(=O)Nc2cc(C)ccc2F)cc1	/	0.8	-32	71	1.2	0	-0.4	32	1	1.4
O=c1[nH]c(-c2ccc(Cl)cc2)cs1	/	1.5	10	4	3.9	-1	-0.3	-10	-7	-0.3
COC(=O)[C@@H](NC(=O)/C=C/c1ccc(OC)cc1)C(C)C	-1	0.7	-8	9	1.2	8	-3.0	8	-4	0.2
COc1ccc(C(C)C)cc1S(=O)(=O)NCc1ccccn1	/	5.0	7	/	1.3	-3	-2.3	-7	-2	3.3
CSc1nnc(NC(=O)c2ccco2)s1	0	2.5	12	20	2.3	-4	0.3	-12	-4	2.9
Cc1ccccc1NC(=O)CSc1nnc(Cc2ccccc2)o1	-6	-0.9	0	-7	2.2	2	-0.1	0	3	-0.1
O=C(O)c1cc(-c2ccc(N3CCOCC3)cc2)nn1-c1ccccc1Cl	2	0.3	1	-7	3.0	2	-0.4	-1	8	-3.0
C[C@H](NS(=O)(=O)c1ccccc1F)C(=O)OCC(=O)N1CCc2ccccc21	/	0.8	/	-6	2.7	-2	-0.6	/	0	0.7
CCN(CC)C(=O)COc1ccc2c3c(c(=O)oc2c1)CCCC3	7	-0.6	-54	/	2.5	-1	-2.4	54	0	-0.3
CN(CC(=O)Nc1ccccc1Cl)CC(=O)N1CCc2ccccc21	-3	1.1	11	/	-1.8	-1	0.3	-11	-10	2.1
N#CCCCn1c(=O)oc2ccccc21	0	0.7	10	8	4.9	-1	-1.7	-10	5	-0.3
